PI4K2A inh = blocks human PI4K2A kinase activity; hit rate 0.13% among 420,000; activity change, negative = inhibition, % at 76.9 µM; purified PI4K2A, ADP-Glo luminescence, 1 h; stronger effect = lower value; in the data active = activity change below about -50%; inconclusive = mostly about -30% to -49%;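 also: -100% = wells without enzyme as full effect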
Target sequence (Q9BTU6 whole entry, looked up): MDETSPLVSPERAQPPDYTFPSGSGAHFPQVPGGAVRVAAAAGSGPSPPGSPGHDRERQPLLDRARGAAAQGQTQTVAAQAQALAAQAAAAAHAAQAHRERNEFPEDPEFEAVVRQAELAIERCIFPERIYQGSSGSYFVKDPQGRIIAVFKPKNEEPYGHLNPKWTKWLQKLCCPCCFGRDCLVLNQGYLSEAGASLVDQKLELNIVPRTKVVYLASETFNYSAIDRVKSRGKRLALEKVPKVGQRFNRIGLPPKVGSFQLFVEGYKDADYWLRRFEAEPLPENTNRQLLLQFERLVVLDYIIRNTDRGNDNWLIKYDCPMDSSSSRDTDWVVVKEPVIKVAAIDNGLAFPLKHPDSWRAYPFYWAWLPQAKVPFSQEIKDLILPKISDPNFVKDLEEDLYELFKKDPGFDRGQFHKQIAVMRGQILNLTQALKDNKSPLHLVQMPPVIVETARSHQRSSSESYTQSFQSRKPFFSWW
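Compounds are screened against recombinant PI4K2A using PI as substrate and ATP, the latter dispensed at 300 microM. Reactions run one hour at ambient temperature before ADP-Glo detection; full inhibition defined by wells lacking enzyme.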
USP1-UAF1 inh = blocks the human USP1/UAF1 deubiquitinase complex | O94782 | recombinant USP1/UAF1, Ub-Rhodamine cleavage fluorescence | Potency, µM (series often up to 57.1 µM), without a hit: at the highest dose activity change, negative = inhibition, actives largely listed as inhibitors | hit rate 0.23% among 390,000 | AID 743255; also: potency is read from the fitted curve at half-maximal effect; % is scaled to controls: 0 for no effect and ±100 for the full control effect; nearly all actives have a fitted effect of over 60% in size; inactives centre near -12
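1 nM enzyme complex + cpd, 15 min RT; start with Ub-Rho 150nM final; kinetic fluorescence ex 480/em 540, 6 reads q60 s. Buffer 50mM HEPES pH 7.8, 0.5mM EDTA, 0.1 mg/ml BSA, 1mM TCEP, 0.01% Tween-20.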
TrxR1 substrate = is turned over as a substrate by rat TrxR1; purified TrxR1 substrate turnover, NADPH consumption readout; Potency, µM (highest dose often 114 µM), for inactives: top-dose activity change, negative = substrate turnover; hit rate 0.01% among 390,000; AID 588456; also: potency is read from the fitted curve at half-maximal effect; % is scaled to controls: 0 for no effect and ±100 for the full control effect; nearly all actives have a fitted effect of over 50% in size
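Rat TrxR1, dispensed at 90 nM, was prereduced with 400 uM NADPH (final) for 5 min at ~22 deg C, then incubated with compound 15 min before 400 uM selenite. A first-read NADPH fluorescence drop versus no-compound background flagged substrates.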
HP1b chromo inh = inhibitors of HP1-beta chromodomain binding to methylated histone tails. Potency, µM (highest dose often 114 µM), inactives show at the highest dose activity change, negative = inhibition, hits mostly inhibitors. AlphaScreen HP1-beta / biotin-H3K9me3 peptide binding. hit rate 0.56% among 390,000. P83916; also: potency is read from the fitted curve at half-maximal effect; nearly all actives have a fitted effect of over 70% in size; inactives centre near 23
Target sequence (P83916 whole entry, looked up): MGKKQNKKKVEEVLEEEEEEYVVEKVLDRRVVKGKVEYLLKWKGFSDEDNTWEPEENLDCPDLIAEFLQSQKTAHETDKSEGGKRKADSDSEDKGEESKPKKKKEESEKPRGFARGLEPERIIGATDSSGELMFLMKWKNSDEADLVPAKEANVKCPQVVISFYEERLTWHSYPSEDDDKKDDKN
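Compound inhibition of the preformed complex between 50 nM HP1-beta and 50 nM biotinylated H3K9me3 peptide was read by AlphaScreen. Buffer was PBS pH 7.4 with 0.01% Tween-20. Incubations ran 30 min at room temperature, with 10 ug/mL donor/acceptor beads.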
IDH1 R132H inh = inhibitors of human mutant IDH1 R132H; O75874; IDH1-R132H enzyme, NADPH consumption, diaphorase/resazurin fluorescence; Potency, µM (top dose mostly 76.6 µM), for the others: at the top dose activity change, negative = inhibition, usual class: inhibitors; hit rate 0.093% among 390,000; AID 602179; also: potency is read from the fitted curve at half-maximal effect; % is scaled to controls: 0 for no effect and ±100 for the full control effect; nearly all actives have a fitted effect of over 65% in size
Target sequence (O75874 whole entry R132H, stated change not applied): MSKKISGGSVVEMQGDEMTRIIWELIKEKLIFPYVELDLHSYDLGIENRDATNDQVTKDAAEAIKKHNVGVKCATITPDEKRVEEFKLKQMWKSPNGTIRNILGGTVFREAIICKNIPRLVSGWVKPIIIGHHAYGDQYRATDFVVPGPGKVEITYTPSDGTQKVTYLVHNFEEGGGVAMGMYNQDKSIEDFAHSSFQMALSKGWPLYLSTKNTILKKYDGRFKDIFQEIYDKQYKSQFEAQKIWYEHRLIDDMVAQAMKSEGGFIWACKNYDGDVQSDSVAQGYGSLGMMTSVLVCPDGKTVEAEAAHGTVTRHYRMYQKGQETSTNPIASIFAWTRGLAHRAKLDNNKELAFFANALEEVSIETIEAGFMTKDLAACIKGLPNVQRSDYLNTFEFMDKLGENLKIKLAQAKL
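IDH1-R132H (0.5 ug/mL) preincubated 30 min with compound, then NADPH (0.016 mM) and alpha-KG (2 mM) added; 80 min at RT, pH 7.5. Remaining NADPH coupled via diaphorase/resazurin to fluorescence (540/590 nm); concentration-response curves normalized to no-enzyme control.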
GLS inh = blocks human kidney-isoform glutaminase activity | AID 624170 | GLS enzymatic activity, qHTS titration | hit rate 0.21% among 410,000 | O94925 | Potency, µM (highest dose often 45.5 µM), for the others: at the highest dose activity change, negative = inhibition, hits mostly inhibitors; also: potency is read from the fitted curve at half-maximal effect; % is scaled to controls: 0 for no effect and ±100 for the full control effect
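Compounds were pin-transferred onto hKGA, after which L-glutamine (1 mM solution) and a detection mix of glutamate oxidase, HRP and Amplex Red were added. Initial and 30 min RT fluorescence reads were collected.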
Pin1 inhibitor = human Pin1 inhibition; Q13526; Pin1 FP peptide displacement, HiFluor488, 10 min; Potency, µM (titrated, usually from 115 µM), inactives show at the top dose activity, negative = inhibition, most hits filed as inhibitors; hit rate 0.009% among 390,000; AID 504891; active = well fitted inhibition curve with a large enough effect in the polarisation, with a control signal flat, not every such curve was filed as active; inconclusive = small, poorly fitted or top-dose-only effect, or effect the other way, or a change in a side signal; inactive = no such curve, though single readings can be large or run the other way; the % refers to the polarisation; also: potency is read from the fitted curve at half-maximal effect; % is scaled to controls: 0 for no effect and ±100 for the full control effect
Tb PGK inh = blocks T. brucei phosphoglycerate kinase; PGK/GAPDH coupled, Kinase-Glo luminescence, 60 min; P07378; Potency, µM (titrated, usually from 57.5 µM), without a hit: at the top dose activity change, negative = inhibition, most hits filed as inhibitors; hit rate 0.043% among 380,000; also: potency is read from the fitted curve at half-maximal effect; % is scaled to controls: 0 for no effect and ±100 for the full control effect; nearly all actives have a fitted effect of over 60% in size
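Luminescent ATP detection (Kinase-Glo Plus) follows a 60-minute room-temperature incubation, with wells lacking PGK as controls. Buffer: 100 mM TEA (pH 7.6), 5 mM MgCl2, 0.01% Tween-20. Coupling enzyme GAPDH (100 nM final) supplies unstable 1,3-BPG in-well.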
TrxR1 inh = blocks rat thioredoxin reductase 1; AID 588453; O89049; hit rate 1% among 390,000; recombinant rTrxR1, NADPH fluorescence consumption, selenite substrate; Potency, µM (titrated, usually from 114 µM), inactives show at the highest dose activity change, negative = inhibition, actives largely listed as inhibitors; also: potency is read from the fitted curve at half-maximal effect; % is scaled to controls: 0 for no effect and ±100 for the full control effect; nearly all actives have a fitted effect of over 65% in size
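Rat TrxR1 (90 nM in the dispensed reagent) was pre-reduced with 400 uM NADPH for 5 min at room temperature, then incubated with compound for 15 min. After 400 uM selenite was added, NADPH fluorescence (Ex 340/Em 450 nm) was followed for 8 min.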
An asterisk follows results filed as active; i = inactive; ? = inconclusive; / = not tested or not shown; & = joins results of further samples; [ ] = another dose, or the depositor's remark. Unless noted, calls follow the shape of the dose curve; as a rule, active = well fitted curve in the direction sought with a large enough effect; inconclusive = small, poorly fitted or top-dose-only effect, or another doubt; inactive = no such curve, though single readings can be large; an effect the other way counts as inactive or inconclusive.

SMILES | PI4K2A inh | USP1-UAF1 inh | TrxR1 substrate | HP1b chromo inh | IDH1 R132H inh | GLS inh | Pin1 inhibitor | Tb PGK inh | TrxR1 inh
CCCCn1c(NCCC)nc2c1c(=O)[nH]c(=O)n2C | 1 | 1% | -6% | 24% | -6% | 24% | -5% | 7% | -2%
COc1cc(NC(=S)NC(=O)c2ccco2)ccc1NC(=O)C(C)C | 2 | -18% | 12%[57.1 µM] | 11% | -2% | -12% | 3% | -14% | 32%[57.1 µM]
CC(=O)N1c2ccccc2NC(=O)C1(C)C | 2 | -1% | -10% | 6% | 8% | 1% | -2% | -6% | -10%
COC(=O)Cn1cc(S(=O)(=O)NCc2ccc(C)cc2)c2cc([N+](=O)[O-])ccc21 | -1 | -7% | -3% | 19% | -6% | 1% | -10% | -2% | 8%
CCC1C(=O)CC2CCN3C(=O)CCC1C23 (stereo unspecified) | / | / | 4% | 18% | / | / | 0% | / | 7%
O=C(Nc1cccc2ncccc12)c1cc2ccccc2o1 | 5 | -22% | -5% | 39% | 10% | -7% | 2% | -2% | 1%
CC1=C(C(=O)N2CCOCC2)CC(CC(=O)NCc2ccco2)C(=O)N1Cc1ccc(F)cc1 (stereo unspecified) | 7 | -15% | / | / | 9% | -16% | / | -9% | /
CCn1c(NCc2cccc(Cl)c2)nc2ccccc21 | 7 | -24% | 3% | 25% | -20% | -2% | -3% | 0% | ?
O=C(Nc1ccc(S(=O)(=O)N2CCCC2)cc1)c1ccc(OCC2CCCO2)cc1 (stereo unspecified) | -5 | -2% | 6%[57.1 µM] | 22% | 2% | 6% | 3% | -10% | 7%[57.1 µM]
COC(=O)c1c(NC(=O)c2ccc(S(=O)(=O)N3CCCCC3)cc2)sc2c1CCN(C)C2 | 0 | -22% | 2%[57.1 µM] | 34% | 1% | 2% | ? | -8% | 9%[57.1 µM]
O=C(Nc1ccc(N2CCOCC2)cc1N1CCOCC1)c1ccc([N+](=O)[O-])cc1 | -4 | -16% | -4% | 24% | -1% | 6% | 0% | 2% | 8%
O=C(O)Cc1ccc(O)c(F)c1 | 20 | -26% | 4% | 35% | -2% | -5% | -8% | 6% | 16%

Brought forward from above: 2 entries, then new ones.
SMILES | PI4K2A inh | USP1-UAF1 inh | TrxR1 substrate | HP1b chromo inh | IDH1 R132H inh | GLS inh | Pin1 inhibitor | Tb PGK inh | TrxR1 inh
O=C(Nc1ccc(N2CCOCC2)cc1N1CCOCC1)c1ccc([N+](=O)[O-])cc1 | -4 | -16% | -4% | 24% | -1% | 6% | 0% | 2% | 8%
O=C(O)Cc1ccc(O)c(F)c1 | 20 | -26% | 4% | 35% | -2% | -5% | -8% | 6% | 16%
COc1cccc(/C=N/NC(=O)c2[nH]nc3c2CCc2ccccc2-3)c1O | -2 | ? | 1% | 6% | 2% | -14% | 172%[activator] | ? | 6%
CCOC(=O)C1=C(C)NC2=C(C(=O)OC2)C1c1ccccc1 (stereo unspecified) | -2 | -21% | 15% | 28% | 9% | 13% | -2% | -8% | 10%
Cc1ccc(C)c(NC(=O)CCCn2nc(C)c3sc4ccccc4c3c2=O)c1 | 1 | -15% | 61%[activator] | 47%[activator] | 0% | -1% | 0% | i | 21%
CCc1ccc(C2N3CC4([N+](=O)[O-])CN2CC([N+](=O)[O-])(C3)C4(C)C)cc1 (stereo unspecified) | -4 | -20% | 5% | 21% | 1% | 8% | -5% | -9% | 17%
O=Cc1c(NCCN2CCCC2)c2ccccc2[nH]c1=O | 0 | -18% | -8%[57.1 µM] | 31% | 1% | -10% | 3% | -6% | -3%[57.1 µM]
COc1ccc(S(=O)(=O)Nc2cccc(N(C)S(C)(=O)=O)c2)cc1C | 7 | -6% | -17% | 12% | 2% | 11% | 1% | -15% | -13%
Cc1ccccc1-n1nc(-c2cccnc2)cc1C(=O)NN | -2 | -15% | 1% | 23% | 0% | 11% | 6% | i | 12%
CC(C)(C)c1nc2ccc([N+](=O)[O-])cc2[nH]1 | 6 | -21% | -18%[57.1 µM] | 50%[activator] | 4% | -1% | -2% | i | 2%[57.1 µM]
Cc1ccc2[nH]c(=O)c3cc(C(=O)N4CCN(c5ccccc5)CC4)sc3c2c1 | 1 | -22% | 0% | 12% | 24% | 8% | 0% | -9% | 7%
CC(c1ccco1)N(C(=O)c1ccccc1NS(=O)(=O)c1cccc([N+](=O)[O-])c1)c1ccccn1 (stereo unspecified) | 1 | -18% | -16% | 15% | 0% | -3% | -10% | 1% | ?
CC(C)C1CC(CCN)(Cc2ccccc2)CCO1 (stereo unspecified) | -2 | -10% | -11% | 2% | -9% | 5% | -5% | -6% | -12%
COCCN(C(=O)c1csnn1)C(C(=O)NC(C)(C)C)c1cccc(OC)c1 (stereo unspecified) | 1 | -16% | 5%[57.1 µM] | 38% | -5% | -1% | ? | 6% | -5%[57.1 µM]
O=C(N/N=C/c1ccc([N+](=O)[O-])s1)c1ccccc1 | -3 | -16% | -6% | 39%[activator] | 1% | -6% | 2% | -19% | -17%
Cc1ccc(S(=O)(=O)NC(C(=O)N2CCN(S(=O)(=O)c3cccc(F)c3)CC2)C(C)C)cc1 (stereo unspecified) | -2 | -1% | -9% | -4% | 5% | 1% | -4% | -7% | 1%
COc1ccc(C(=O)Nc2ccc(Oc3nc(C)nc4sc(-c5ccccc5)cc34)cc2)cc1OC | -1 | -6% | 6% | 49%[activator] | 0% | 0% | 0% | -1% | 11%
Cc1c(OC(C)C(=O)N[C@H](C(=O)O)c2ccccc2)ccc2c3c(c(=O)oc12)CCCC3 (stereo partly specified) | -16 | -9% | 99%[activator] | 4% | -21% | 7% | -10% | -2% | -22%
COc1ccc(CN2CCC(=O)N([C@H](CO)Cc3ccccc3)CC2)cc1OC | 0 | -28% | 1%&-1% | 42%[activator] | 3% | 4% | -7% | -3% | 4%&9%
CC(C)Nc1nc(NC(C)C)nc(N(C)C#N)n1 | 4 | 0% | 5% | 18% | 17% | 15% | -1% | 1% | 19%
CC(=O)OCCc1c(C)nc2nc[nH]n2c1=O | 1 | -19% | 10%[57.1 µM] | 10% | 1% | 5% | 6% | -9% | 8%[57.1 µM]
Cc1ccc(NCC(=O)N/N=C/c2ccc(-c3cccc(C(F)(F)F)c3)o2)cc1 | -13 | -17% | -17% | 17% | -1% | 13% | -1% | i | -10%
Clc1ccc2c(c1)C(N1CCNCC1)Cc1ccccc1S2 (stereo unspecified) | -1 | -4% | 4% | -11% | 15% | 7% | 1% | -9% | -21%
COc1ccc(-c2nnc(NC(=O)C3CCCN3S(=O)(=O)c3cccs3)o2)cc1 (stereo unspecified) | -4 | ? | 0% | 24% | 9% | 7% | -3% | 5% | 1%
O=C1CC(=O)Nc2cc(S(=O)(=O)Nc3cccc(C(F)(F)F)c3)ccc2N1 | 0 | -21% | -5% | 39%[activator] | -7% | -1% | -2% | 2% | 4%
CCCCC(=O)Nc1ccc2c(c1)C(=O)NC2=O | -7 | -8% | 113%[activator] | 9% | -9% | -6% | -3% | i | 17%
Cc1ccc(COc2coc(CN3CCN(C(=O)c4ccco4)CC3)cc2=O)cc1 | 8 | -13% | 3% | 19% | -4% | 0% | -10% | -7% | 3%
COc1ccc2nc(NC(=O)CSc3nnc(C)n3N)sc2c1 | -1 | -25% | -2% | 34% | 8% | 4% | 3% | -2% | -16%
C=CCNC(=S)/N=c1/ccccn1C | -3 | -20% | -3% | 17% | 5% | -10% | 9% | -1% | -58%
O=C(Nc1cccnc1)c1cc2c(s1)-c1ccccc1OC2 | -4 | -20% | 5% | 50%[activator] | 9% | 2% | -5% | i | 9%
CN(C)c1nc(NCc2ccccc2)nc(SCC(N)=O)n1 | 0 | -17% | 4%[57.1 µM] | 34% | 2% | 4% | 10% | 1% | -1%[57.1 µM]
Cc1ccc(-c2nc3n(n2)C(c2ccccc2C)C=C(c2ccc(Cl)cc2)N3)cc1 (stereo unspecified) | -6 | -29% | 7% | 52%[activator] | 6% | -5% | 1% | -2% | 14%
C=CCNc1nc(-c2c(C)nc3ncccn23)cs1 | -9 | -16% | 2% | 14% | 1% | 4% | -8% | -2% | 15%
Cc1ccc(C2=NC(=O)/C(=C/c3cc(O)c(O)c(Br)c3)S2)cc1 | -1 | -16% | 0%[57.1 µM] | 3.2µM* | -5% | 7% | 31%[activator] | ? | -1%[57.1 µM]
CC(=O)Nc1ccc(SCC(c2ccccc2)N2CCN(CC(C)C)CCC2=O)cc1 (stereo unspecified) | / | / | 2% | 13% | / | / | 4% | / | 8%
COc1cccc2cc(C(=O)NCCC3=CCCCC3)c(=O)oc12 | 4 | -22% | 4%[57.1 µM] | 25% | 19% | 5% | -1% | i | 25%[57.1 µM]
C/C(=N\Nc1cccc2cccnc12)c1ccc[nH]1 | -3 | -3% | -6% | -27% | -2% | ? | -6% | -4% | -15%
CC(=O)C(=Cc1cc(C)n(-c2ccccc2)c1C)C(C)=O | 3 | -9% | -16%[57.1 µM] | 22% | 11% | 1% | ? | -1% | 14%[57.1 µM]

Assay outcomes: PubChem BioAssay, National Center for Advancing Translational Sciences (NCATS)

Only part of the results is shown; count on the stated rates, not on these rows.
